High-throughput results from PubChem BioAssay.
CYP2C9 activ: activators of human CYP2C9; activation factor at 5 µM; P11712; 96,000 tested, 1.4% active; AID 1024; recombinant CYP2C9, luciferin-H conversion, luminescence; active compounds read high; factor 1 = untreated enzyme, 0 = blocked;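 active = activation factor of 2 or more for CYP2C9 at a 5 µM dose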;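 also: 0 = sulfaphenazole-blocked wells and 1 = vehicle-only wells; values of inactives mirror those of a sister screen read the other way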
PTK2B oligo ant: Pyk2 (human) oligomerization antagonism; 99,000 tested, 0.83% active; z-score (the deposit names both 25 µM and 10 µM); Q293 cells, Pyk2 FERM NanoBiT luminescence; active compounds read low;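 active = Z-score of -3 or lower, scaled per plate to the spread of control and sample wells; inactive = z-score above -3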;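 also: negative z-score means lost luminescence so less FERM oligomerization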
PLAP act: activates human placental alkaline phosphatase; purified PLAP enzyme, luminescent substrate read-out; active compounds read high; activation fold at 20 µM; 96,000 tested, 1.2% active; AID 696; in the data active = activation fold above about 2
E coli WT exp: E. coli BW25113 growth inhibition, expanded screen. OD600 absorbance. growth inhibition, % at 100 µM. 98,000 tested, 0.15% active;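 active = growth inhibition above about 50% at one test dose, limit read from the data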;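 also: growth measured after 20 h incubation at 37 °C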
CYP2C19 inhib: blocks human cytochrome P450 2C19; P33261; CYP2C19 Supersomes, luciferin-H EGE luminescence, 30 min; inhibition, % at 5 µM; 96,000 tested, 21% active; AID 778;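 active = CYP2C19 inhibition above a set limit at 5 µM in the primary screen, cut at about 50% in these data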;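 also: plate controls were negative control wells for no effect and 2.5 mM tranylcypromine positive control for full effect; values of inactives mirror those of a sister screen read the other way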
PostGolgi yeast: growth inhibition of a yeast mutant, post-Golgi transport screen; AID 739; 98,000 tested, 0.9% active; post-Golgi transport phenotypic cell assay; inhibition, % at 10 µM; in the data active = inhibition above about 30%;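 also: yeast cells grown in 1536-well plates; yeast grown about 18 h at 30C before absorbance read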
CYP2C9 inhib: human CYP2C9 inhibition; CYP2C9 Supersomes, luciferin-H conversion, luminescence; inhibition, % at 5 µM; 96,000 tested, 20% active; AID 777;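 active = blocking of liver enzyme CYP2C9 beyond about 50% at 5 µM, limit read from the data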; also: values of inactives mirror those of a sister screen read the other way
CYP2C19 act: increases human CYP2C19 enzyme activity | P33261 | recombinant CYP2C19, luciferin-H EGE luminescence; active compounds read high; 0 = fully inhibited enzyme, 1 = untreated enzyme | activation factor at 5 µM | 96,000 tested, under 10 active | AID 1025;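 active = activation factor of at least 2 at 5 µM in the primary screen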;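 also: 0 = wells with 2.5 mM tranylcypromine and 1 = vehicle-only wells; values of inactives mirror those of a sister screen read the other way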
EphB4 ephrin blk: blocks human EphB4 binding to ephrin-B2; P54760; inhibition, % at 7 µM; 97,000 tested, 0.15% active; EphB4 LBD / TNYL-RAW-Alexa532 peptide, fluorescence polarization;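 active = inhibition above the screen-wide mean inhibition plus 3 SD, cut at about 15% in these data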;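 also: 0% = DMSO wells and 100% = excess unlabeled TNYL-RAW peptide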
Target sequence (P54760 whole entry, looked up, the tested form may be a part): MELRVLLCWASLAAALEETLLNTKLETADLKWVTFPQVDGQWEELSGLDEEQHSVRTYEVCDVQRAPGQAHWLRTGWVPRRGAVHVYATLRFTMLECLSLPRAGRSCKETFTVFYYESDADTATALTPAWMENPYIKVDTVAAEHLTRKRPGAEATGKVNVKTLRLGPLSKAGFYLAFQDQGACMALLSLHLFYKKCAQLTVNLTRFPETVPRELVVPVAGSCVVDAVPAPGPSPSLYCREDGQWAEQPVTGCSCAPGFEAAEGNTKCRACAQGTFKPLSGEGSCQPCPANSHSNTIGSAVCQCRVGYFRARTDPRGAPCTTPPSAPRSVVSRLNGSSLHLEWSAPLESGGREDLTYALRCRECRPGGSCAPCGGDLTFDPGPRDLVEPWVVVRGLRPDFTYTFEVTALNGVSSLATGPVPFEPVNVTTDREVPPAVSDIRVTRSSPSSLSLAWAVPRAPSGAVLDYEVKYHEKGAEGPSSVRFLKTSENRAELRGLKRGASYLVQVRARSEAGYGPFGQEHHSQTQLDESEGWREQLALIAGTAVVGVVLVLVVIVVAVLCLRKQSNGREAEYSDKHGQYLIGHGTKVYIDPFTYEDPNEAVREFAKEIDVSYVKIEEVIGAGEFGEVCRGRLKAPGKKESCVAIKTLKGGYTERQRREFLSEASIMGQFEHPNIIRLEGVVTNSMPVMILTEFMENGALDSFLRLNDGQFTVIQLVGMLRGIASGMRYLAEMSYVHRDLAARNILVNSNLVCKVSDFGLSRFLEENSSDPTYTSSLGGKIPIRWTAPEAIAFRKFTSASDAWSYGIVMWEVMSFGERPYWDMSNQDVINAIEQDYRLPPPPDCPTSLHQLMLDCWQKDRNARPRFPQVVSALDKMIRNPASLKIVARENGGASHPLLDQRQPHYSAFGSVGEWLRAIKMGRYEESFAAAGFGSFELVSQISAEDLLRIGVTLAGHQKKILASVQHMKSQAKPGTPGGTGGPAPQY
Starred values were filed as active, the others as inactive; / = no result given.

No. | Compound | CYP2C9 activ | PTK2B oligo ant | PLAP act | E coli WT exp | CYP2C19 inhib
1 | Cc1cc(C)cc(-n2nnnc2SCC(=O)Nc2cccc(NC(=O)c3ccco3)c2)c1 | 0.7 | -1.2 | 0.9 | -14 | 36
2 | CCn1c(=O)c(=O)n(CC)c2cc(S(=O)(=O)Nc3cccc(OC)c3)ccc21 | 0.1 | -0.15 | 1 | -5 | 49
3 | O=C(Nc1ccc2c(c1)OCO2)C(c1ccc(Cl)cc1)N1CCN(C(=O)c2ccco2)CC1 (stereo not drawn) | 0.1 | -0.84 | 1.9 | -8 | 75*
4 | COc1ccc2c(c1)C(C)CC(C)(C)N2C(=O)CSc1nc2ccccc2s1 (stereo not drawn) | 0.5 | -1.6 | 0.9 | -34 | 71*
5 | O=S(=O)(/N=C(\Sc1ccccc1)c1ccccc1)c1ccc(Cl)cc1 | 0.4 | 0.17 | 1 | 0 | 16
6 | CCOc1ccc(C2N(c3cc(Cl)ccc3OC)C(=O)C3CCCN32)cc1OC (stereo not drawn) | 1.3 | / | 1.6 | 4 | 72*
7 | COc1ccc(CCn2nnnc2C(CC(C)C)N2CCC(C(N)=O)CC2)cc1OC (stereo not drawn) | 1 | 0.49 | 1.2 | -11 | -6
8 | CCn1c(SCC(=O)Nc2ccccc2C(=O)OC)nc2c1c(=O)n(C)c(=O)n2C | 0.6 | / | 0.9 | / | 32
9 | COc1ccc(C2C3=C(Nc4ncnn42)c2ccccc2CCC3)cc1 (stereo not drawn) | 0.3 | -0.84 | 1.7 | 4 | 92*
10 | CC1CC(C)CN(c2ccc(C(=O)OCC(=O)NC3CCCc4ccccc43)cc2[N+](=O)[O-])C1 (stereo not drawn) | 0.5 | -0.07 | 0.9 | -20 | 22
11 | CCn1c(SCC(=O)Nc2ccccc2)nnc1-c1ccc(S(=O)(=O)N2CCOCC2)cc1 | 0.8 | 1.3 | 1.5 | 2 | 13
12 | Cc1cccc(OCC(O)Cn2c(NCc3cccnc3)nc3c2c(=O)[nH]c(=O)n3C)c1 (stereo not drawn) | 0.7 | -0.27 | 1 | -8 | 4

No. | PostGolgi yeast | CYP2C9 inhib | CYP2C19 act | EphB4 ephrin blk
1 | 5 | 34 | 0.6 | 3
2 | 6 | 87* | 0.5 | 12
3 | 7 | 95* | 0.3 | 3
4 | -6 | 54* | 0.3 | -11
5 | -2 | 62* | 0.8 | 6
6 | 4 | -34 | 0.3 | 1
7 | 0 | -4 | 1.1 | -4
8 | / | 42 | 0.7 | /
9 | -9 | 68* | 0.1 | -2
10 | 9 | 52* | 0.8 | 0
11 | -7 | 22 | 0.9 | -10
12 | 4 | 25 | 1 | 0

Following part
No. | Compound | CYP2C9 activ | PTK2B oligo ant | PLAP act | E coli WT exp | CYP2C19 inhib
13 | Cc1cc(C(=O)CSc2nc3ccccc3n2CCC#N)c(C)n1Cc1cccs1 | 0.7 | 0.28 | 0.9 | -10 | 61*
14 | Cc1sc2nc(SCC(=O)NCc3ccco3)[nH]c(=O)c2c1C | 0.7 | / | 1.3 | -4 | -17
15 | COCC(=O)Nc1nc2n(n1)C(c1ccc(Cl)cc1)CC(c1ccc(OC)cc1)N2 (stereo not drawn) | 0.8 | -1.6 | 1.8 | 4 | 22
16 | N#CC1=C2SCC(O)(c3ccccc3)N2C(=O)CC1c1ccccc1 (stereo not drawn) | 0 | -2 | 1.2 | -10 | 98*
17 | Cc1ccc(N(CC(=O)NCc2ccccc2Cl)S(=O)(=O)c2cccs2)cc1 | 0.3 | -2.7 | 0.9 | -7 | 64*
18 | Cn1c(=O)c2c(nc(SCC(=O)N3CCc4ccccc4C3)n2C)n(C)c1=O | 0.9 | 0.25 | 1.1 | -2 | 9
19 | COc1cc(C2CC(=O)c3cnc(N4CCN(Cc5ccccc5)CC4)nc3C2)cc(OC)c1OC (stereo not drawn) | 0 | -1.9 | 1.4 | -2 | 84*
20 | N#Cc1c(-c2ccccc2)ccn(Cc2ccc(Cl)cc2)c1=O | 0.5 | -2.3 | 0.8 | -2 | 36
21 | Clc1ccc2oc(-c3ccccn3)nc2c1 | 1.2 | -0.74 | 1.1 | 4 | -1
22 | CCCCCCn1c(COc2ccccc2F)nnc1SCC(=O)N1c2ccccc2NC(=O)C1(C)C | 0.5 | 0.02 | 1.4 | -7 | 33
23 | COc1cccc(NC(=O)c2ncn[nH]2)c1 | 1.2 | -0.4 | 1 | 4 | -18
24 | COc1cccc(-n2c(SCC(=O)Nc3cc(C)on3)nc3c([nH]c4ccccc43)c2=O)c1 | 0.5 | / | 1.2 | -14 | 2

No. | PostGolgi yeast | CYP2C9 inhib | CYP2C19 act | EphB4 ephrin blk
13 | -2 | 30 | 0.4 | -5
14 | -7 | 33 | 1.2 | /
15 | -3 | 22 | 0.8 | -1
16 | 41* | 99* | 0 | -6
17 | 0 | 65* | 0.4 | -6
18 | 1 | 14 | 0.9 | 0
19 | -5 | 97* | 0.2 | 5
20 | -2 | 54* | 0.6 | 0
21 | -4 | -20 | 1 | 5
22 | -4 | 48 | 0.7 | -6
23 | -6 | -24 | 1.2 | 1
24 | -3 | 54* | 1 | -2

(cont.)
No. | Compound | CYP2C9 activ | PTK2B oligo ant | PLAP act | E coli WT exp | CYP2C19 inhib
25 | CC(C)(C)NC(=O)NC(=O)COc1ccccc1C#N | 0.6 | -1.3 | 1.3 | 6 | 51*
26 | COC(=O)CSc1ccccc1C(=O)OC | 0.9 | 0.16 | 1 | 2 | 20
27 | COc1ccc(CC(=O)N2CCN(c3ccc(C4=NNC(=O)CC4C)cc3)CC2)cc1 (stereo not drawn) | 0.9 | -0.16 | 1 | -1 | 6
28 | COc1ccc(N2CCN(C(=O)CN(c3ccccc3)S(C)(=O)=O)CC2)cc1 | 0.9 | 0.76 | 0.9 | 0 | 2
29 | NC(=O)C1(N2CCCCC2)CCN(C(=O)CSc2nc3ccccc3s2)CC1 | 0.2 | -0.06 | 1.4 | 5 | 78*
30 | O=S(=O)(Nc1nc2ccccc2[nH]1)c1ccc2ccccc2c1 | 0.6 | 1.5 | 1 | -6 | 74*
31 | COc1ccc(S(=O)(=O)CCC(=O)NCCc2ccc(S(N)(=O)=O)cc2)cc1 | 0.9 | -0.42 | 1 | -2 | 6
32 | O=P(C1=C(N2CCOCC2)/C(=C\c2ccccc2)CC1)(N1CCOCC1)N1CCOCC1 | 1.1 | 1.7 | 1.7 | 5 | -10
33 | COCC(=O)Nc1nnc(SCC(=O)NCc2cccs2)s1 | 1.1 | 0.82 | 1 | -2 | 6
34 | O=C(NC1CCCCC1)N(CCO)Cc1cc2cc3c(cc2[nH]c1=O)OCCO3 | 0.5 | -0.47 | 1.3 | 5 | 3
35 | Cc1ccc(Cl)cc1NS(=O)(=O)c1c(C)[nH]c(=O)[nH]c1=O | 0.7 | 1.4 | 1.1 | 2 | 18
36 | O=C(CCS(=O)(=O)c1ccc(Br)cc1)NCc1cccs1 | 0.9 | -0.61 | 0.9 | -7 | 38

No. | PostGolgi yeast | CYP2C9 inhib | CYP2C19 act | EphB4 ephrin blk
25 | -1 | 44 | 0.5 | 6
26 | 7 | 13 | 0.8 | 0
27 | -3 | 6 | 0.9 | 0
28 | 2 | 12 | 1 | 0
29 | -5 | 79* | 0.2 | -1
30 | -11 | 44 | 0.3 | -5
31 | 2 | 9 | 0.9 | /
32 | -2 | -12 | 1.1 | -8
33 | 0 | -5 | 0.9 | 0
34 | 9 | 53* | 1 | 4
35 | -4 | 33 | 0.8 | 1
36 | 3 | 11 | 0.6 | /

Going on with the list:
No. | Compound | CYP2C9 activ | PTK2B oligo ant | PLAP act | E coli WT exp | CYP2C19 inhib
37 | O=c1[nH]cnc2scc(-c3ccsc3)c12 | 1 | 1.2 | 0.9 | 5 | 3
38 | CCCNS(=O)(=O)c1ccc(OCC(=O)N2CCC(C(=O)OCC)CC2)cc1 | 0.8 | 0.26 | 1 | 4 | -5
39 | Cc1ccc(NC(=O)CN(C)C(=O)CSc2nncn2C)cc1 | 1.2 | 1.2 | 1.1 | 3 | -14
40 | O=C(c1cn(-c2ccccc2)nc1-c1cccs1)N1CCN(c2ccc(F)cc2)CC1 | 0.3 | -0.52 | 1.1 | -9 | 84*
41 | CCC(C(=O)Nc1nccs1)(C(F)(F)F)C(F)(F)F | 0.2 | -0.61 | 0.9 | -2 | 6
42 | CC1CCCC(C)N1C(=O)CSc1nnc(NC(=O)Cc2cccs2)s1 (stereo not drawn) | 0.8 | 0.26 | 1 | 5 | 16
43 | CCCCNC(=O)CNC(=O)c1cccs1 | 0.9 | 0.48 | 1 | 0 | 30
44 | Cc1nc(NC(=O)COc2ccccc2)sc1C(=O)Nc1ccccc1 | 0.5 | -1.1 | 1 | -12 | 33
45 | CC(C)OC(=O)CSc1nnc(Cc2ccccc2)n1C | 1 | 1.6 | 0.8 | 5 | 26
46 | N#CC(C#N)C(c1ccsc1)c1c(-c2ccccc2)[nH][nH]c1=O (stereo not drawn) | 0.9 | 0.06 | 1.7 | -1 | 11
47 | O=C(Nc1ccc2c(c1)OCCO2)C1CCN(S(=O)(=O)c2ccc(Br)s2)CC1 | 1 | -1.5 | 1.2 | -11 | 49
48 | COC(=O)c1cn(NC(=O)c2cc(OC)cc(OC)c2)c(=O)c2ccccc12 | 0.2 | 0.07 | 1.1 | -21 | 15

No. | PostGolgi yeast | CYP2C9 inhib | CYP2C19 act | EphB4 ephrin blk
37 | -7 | -4 | 1 | /
38 | -7 | 21 | 1.1 | 1
39 | 18 | -20 | 1.1 | 1
40 | -6 | 74* | 0.2 | -6
41 | -3 | 78* | 0.9 | 3
42 | 4 | 19 | 0.8 | 1
43 | 8 | 14 | 0.7 | 0
44 | -10 | 47 | 0.7 | -2
45 | 18 | -2 | 0.7 | 4
46 | 16 | 11 | 0.9 | -1
47 | 1 | 0 | 0.5 | 4
48 | -6 | 78* | 0.8 | -3

(listing goes on)
No. | Compound | CYP2C9 activ | PTK2B oligo ant | PLAP act | E coli WT exp | CYP2C19 inhib
49 | COc1cc(-c2nc3cnccn3c2Nc2ccc3c(c2)OCCO3)ccc1O | 0.6 | -0.66 | 1.1 | 4 | 30
50 | CC1Cc2nc(SCC(=O)c3ccccc3)n(Cc3ccccc3)c(=O)c2S1 (stereo not drawn) | 0 | / | 1.2 | -16 | 47
51 | CCOC(=O)C1=NNC2C(=O)N(CC)C(=O)C12 (stereo not drawn) | 1 | -0.47 | 1.3 | 4 | 8
52 | O=C1c2ccccc2COc2ccc(O)cc21 | 1.1 | -0.25 | 0.9 | 12 | 18
53 | CCOC(=O)c1sc(NC(=O)c2sccc2C)cc1C | 0.7 | -1.3 | 1 | -7 | 32
54 | CCCN(CCC)C(=O)CP(=O)(c1ccccc1)c1ccccc1 | 0.9 | 1.5 | 0.9 | -1 | -4
55 | CC1(C)Oc2ccc3ccc(=O)oc3c2-c2cn[nH]c21 | 0.6 | 1 | 0.9 | 1 | 26

No. | PostGolgi yeast | CYP2C9 inhib | CYP2C19 act | EphB4 ephrin blk
49 | 5 | 43 | 0.7 | /
50 | 2 | 97* | 0.5 | -3
51 | 0 | -3 | 0.9 | -4
52 | -2 | -15 | 0.8 | 4
53 | -9 | 29 | 0.7 | 3
54 | -2 | 7 | 1 | -1
55 | -1 | 36 | 0.7 | -9

3 compounds already listed, ordered by the number in PLAP act, low to high.
nr	canonical_smiles	CYP2C9 activ	PTK2B oligo ant	PLAP act	CYP2C19 inhib	CYP2C9 inhib	CYP2C19 act	EphB4 ephrin blk
54	CCCN(CCC)C(=O)CP(=O)(c1ccccc1)c1ccccc1	0.9	1.5	0.9	-4	7	1	-1
49	COc1cc(-c2nc3cnccn3c2Nc2ccc3c(c2)OCCO3)ccc1O	0.6	-0.66	1.1	30	43	0.7	/
51	CCOC(=O)C1=NNC2C(=O)N(CC)C(=O)C12 (stereo not drawn)	1	-0.47	1.3	8	-3	0.9	-4
